GoLoco inh red = RGS12 GoLoco-Gai1 interaction inhibition. Potency, µM (titrated, usually from 61.6 µM), for the others: top-dose activity, negative = inhibition, usual class: inhibitors. AID 880. P63096. actives 0.44% (n = 230,000). Gai1:RGS12 GoLoco peptide FP, rhodamine, 10 min; active means well fitted inhibition curve with a large enough effect, not every such curve was filed as active; inactive means no such curve, though single readings can be large or run the other way; further: nearly all actives have a fitted effect of over 30% in size; many of its hits are not listed in these tables
Target sequence (P63096 whole entry, looked up): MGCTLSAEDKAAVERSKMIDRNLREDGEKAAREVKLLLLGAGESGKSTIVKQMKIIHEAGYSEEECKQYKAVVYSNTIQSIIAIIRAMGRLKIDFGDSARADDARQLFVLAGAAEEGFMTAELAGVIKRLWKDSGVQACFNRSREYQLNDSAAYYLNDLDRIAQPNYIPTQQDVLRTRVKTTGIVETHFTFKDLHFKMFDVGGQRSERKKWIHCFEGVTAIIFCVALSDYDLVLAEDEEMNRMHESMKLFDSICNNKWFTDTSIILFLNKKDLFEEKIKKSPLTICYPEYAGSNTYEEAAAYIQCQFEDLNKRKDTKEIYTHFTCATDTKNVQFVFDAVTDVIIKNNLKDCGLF
Tau FP inhib = tau fibrillization inhibition (FP); P10636; K18 P301L tau heparin fibrillization, Alexa594 FP, 6 h; Potency, µM (highest dose often 57.7 µM), for inactives: at the highest dose activity, negative = inhibition, usual class: inhibitors; actives 0.39% (n = 280,000); further: nearly all actives have a fitted effect of over 55% in size
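Recombinant K18 P301L […], labeled with Alexa 594 at 0.24 uM over 15 uM unlabeled; heparin inducer 20 uM final; 37 C, 6 hr; FP endpoint.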
L3MBTL1 inh = inhibitors of human L3MBTL1; Potency, µM (series often up to 57.1 µM), inactives show top-dose activity, negative = inhibition, hits mostly inhibitors; actives 0.66% (n = 230,000); AlphaScreen L3MBTL1–H3K9me1 peptide binding; further: nearly all actives have a fitted effect of over 60% in size
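Displacement of a biotinylated histone H3(1-15) peptide monomethylated at Lys9 (75 nM) from L3MBTL1 (50 nM) was measured by AlphaScreen after a 30 min room-temperature compound incubation; cefsulodin titration served as intraplate control.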
TexasRed fluor = alters Texas Red total fluorescence, flagging assay interference. TRb/SRC2 Texas Red total fluorescence interference. Potency, µM (doses to about 106 µM), without a hit: top-dose fluorescence change, negative = quenching. actives 0.29% (n = 280,000); active means well fitted curve in either direction with a large enough effect; inconclusive means small, poorly fitted or top-dose-only effect
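Human TRb ligand-binding domain at 0.6 uM with 20 nM Texas Red SRC2 peptide in Tris buffer containing 1 uM T3 and 5% DMSO, incubated with compound 5 h at ambient temperature. Total fluorescence (555/632 nm) calculated as parallel + 2 × perpendicular.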
RECQ1 inh = blocks DNA unwinding by human RECQ1. P46063. RECQ1 DNA unwinding, red fluorescence kinetic read. Potency, µM (titrated, usually from 57.3 µM), for inactives: at the highest dose activity, negative = inhibition, actives largely listed as inhibitors. actives 0.54% (n = 240,000);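 further: plate controls were vehicle for no effect and no enzyme for full effect; nearly all actives have a fitted effect of over 30% in size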
Target sequence (P46063 whole entry, looked up): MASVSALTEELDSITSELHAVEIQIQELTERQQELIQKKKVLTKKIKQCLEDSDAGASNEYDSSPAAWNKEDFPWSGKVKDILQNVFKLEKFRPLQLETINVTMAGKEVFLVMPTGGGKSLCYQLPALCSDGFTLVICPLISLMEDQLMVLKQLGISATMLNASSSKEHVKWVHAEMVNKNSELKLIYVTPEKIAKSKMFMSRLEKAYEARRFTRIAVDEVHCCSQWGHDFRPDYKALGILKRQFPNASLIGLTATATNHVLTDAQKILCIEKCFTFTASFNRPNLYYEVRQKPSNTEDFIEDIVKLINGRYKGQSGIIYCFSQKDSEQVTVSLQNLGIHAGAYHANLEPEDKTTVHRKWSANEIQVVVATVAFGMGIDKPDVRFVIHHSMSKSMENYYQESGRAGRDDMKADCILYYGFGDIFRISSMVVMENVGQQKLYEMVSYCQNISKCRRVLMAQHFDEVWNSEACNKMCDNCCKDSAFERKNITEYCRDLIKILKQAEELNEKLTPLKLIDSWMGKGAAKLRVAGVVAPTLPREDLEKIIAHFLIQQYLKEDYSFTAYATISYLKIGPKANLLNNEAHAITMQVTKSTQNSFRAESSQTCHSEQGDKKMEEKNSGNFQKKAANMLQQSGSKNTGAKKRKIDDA
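50 nM RECQ1T1 preincubated 15 min with compound in Tris pH 8.0 buffer with MgCl2, DTT, Tween-20 and 2.5 ug/ml poly(dI-dC); started with 200 nM TAMRA/BHQ-2 forked duplex and 2 mM ATP. Unwinding read as fluorescence (525/598 nm), two reads 2 h apart.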
Tau fibril ThT = tau fibrillization inhibition (ThT binding) | P10636 | recombinant tau K18 P301L, heparin-induced fibrillization, ThT fluorescence | Potency, µM (doses to about 57.4 µM), without a hit: at the top dose activity, negative = inhibition, most hits filed as inhibitors | actives 2.1% (n = 270,000); further: nearly all actives have a fitted effect of over 55% in size
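Fibril formation assay: tau K18 P301L at 15 uM with trace Alexa 594 label, heparin inducer 20 uM, pH 7 sodium acetate buffer, 37 C for 6 hr; endpoint ThT signal.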
JMJD2E inh = inhibitors of human JMJD2E histone demethylase. Potency, µM (top dose mostly 57.1 µM), inactives show at the top dose activity change, negative = inhibition, usual class: inhibitors. actives 1.6% (n = 230,000). JMJD2E catalytic domain, FDH-coupled NADH fluorescence (FDH is formaldehyde dehydrogenase); active means well fitted inhibition curve with a large enough effect, not every such curve was filed as active; inconclusive means small, poorly fitted or top-dose-only effect, or another doubt; inactive means no such curve, though single readings can be large or run the other way;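 further: 0% = wells with enzyme and -100% = buffer wells without enzyme; nearly all actives have a fitted effect of over 50% in size; many of its hits are not listed in these tables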
TRb-SRC2 inh = TRbeta-SRC2 interaction inhibition | AID 1469 | Potency, µM (series often up to 106 µM), for inactives: at the top dose activity change, negative = inhibition, actives largely listed as inhibitors | P10828 | actives 0.065% (n = 280,000) | TRbeta-SRC2 peptide binding, fluorescence polarization; receptor liganded with 1 µM T3;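 further: plate controls were bound peptide for no effect and peptide without receptor for full effect; nearly all actives have a fitted effect of over 50% in size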
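Polarization signal, normalized between peptide-alone and full complex controls, measured compound effects on T3-liganded human TRb LBD (0.6 uM) binding 20 nM Texas Red SRC2 peptide after 5 hr.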
* = called active by the depositor; i = inactive; u = inconclusive; x = no result given; [ ] = another dose, or the depositor's remark. Unless noted, the call rests on the fitted dose curve; in most records, active means well fitted curve in the direction sought with a large enough effect; inconclusive means small, poorly fitted or top-dose-only effect, or another doubt; inactive means no such curve, though single readings can be large; an effect the other way counts as inactive or inconclusive. Unless noted, on the % scale 0 is the no-effect control and ±100 the full control effect; potency means the concentration at half of the fitted maximal effect.

SMILES	GoLoco inh red	Tau FP inhib	L3MBTL1 inh	TexasRed fluor	RECQ1 inh	Tau fibril ThT	JMJD2E inh	TRb-SRC2 inh
CC1CCCCC1NCC(=O)Nc1ccccc1-c1ccccc1 (stereo not given)	-4.5%	0.9%	4.2%	2.2%	10.2%	-14.1%	-4.5%	-11.4%
CCSc1nn(CC(=O)Nc2cccc(Cl)c2)c(N)c1S(=O)(=O)c1ccc(OC)cc1	x	u	x	-0.7%	x	21.3%	x	-1.3%
COC(=O)[C@@H]1C[C@@]1(C)[C@@H](NC(=O)OCc1ccccc1)c1ccccc1	-2.3%	1.1%	x	0.2%	-3.0%	-1.0%	2.8%	1.7%
COc1ccc2oc(=O)c(C(C)=O)cc2c1	5.2%	3.6%	x	-1.0%	-3.9%	-3.8%	u	1.9%
NNC(=O)CCc1nc2ccc(O)cc2[nH]1	5.3%	2.6%	x	-4.3%	-18.9%	-14.3%	30.3%[activator]	0.3%
C[C@H](NC(=O)c1nc[nH]c1C(=O)N[C@@H](Cc1ccccc1)C(=O)OCc1ccccc1)c1ccccc1	4.5%	u	-12.0%	-0.6%	39.8µM*	0.5%	15.5%	3.0%
Cc1cc(S(=O)(=O)N2CCN=C2c2ccccc2)c(C)cc1Cl	5.2%	13.1%	8.1%	0.5%	8.6%	-7.7%	1.1%	0.9%
O=C(NCc1ccccc1Cl)c1ccc2nnsc2c1	7.8%	-9.2%	6.2%	-3.8%	i	-11.6%	3.9%	-2.6%
O=C(N1CCN(c2cccc(Cl)c2)CC1)C1(c2cccs2)CCOCC1	-0.4%	u	2.9%	6.2%	4.5%	-14.6%	-4.3%	3.9%
Cc1nc2ccc(NC(=O)c3ccc(Br)o3)cc2s1	10.1%	-5.2%	-13.6%	-4.4%	-7.3%	-17.9%	9.9%	-0.6%
COc1cccc(N2C(=O)CC(N3CCC(C(N)=O)(N4CCCCC4)CC3)C2=O)c1 (stereo not given)	1.3%	11.2%	6.8%[11.4 µM]	-1.6%	0.7%	5.6%	4.7%	-2.6%
CCc1nc2n(n1)C(O)c1cc([N+](=O)[O-])ccc1S2 (stereo not given)	1.4%	-2.7%	1.5%	0.1%	-1.2%	u	1.3%	3.0%
CCN(CC(=O)N1CCN(c2ccccc2)CC1)S(=O)(=O)c1ccc(C)cc1	18.7%	9.8%	0.8%	-1.0%	8.5%	-7.5%	u	-4.7%
Cc1nn(C)c(C)c1/C=N/N=C1\CCC2C3CCc4cc(O)ccc4C3CCC12C (stereo not given)	2.7%	u	x	-0.4%	1.1%	u	1.5%	-1.4%
Cc1nnc2n(Cc3ccccc3)c(=O)c3c4c(sc3n12)COC(C(C)C)C4 (stereo not given)	-5.9%	1.6%	8.6%	-0.3%	4.3%	0.0%	3.5%	3.0%
CCOC(=O)c1ccc(NC(=O)c2csc3c2CCCCC3)cc1	x	u	x	0.9%	x	-16.2%	x	-6.5%
CC1(C)Cc2c(C#N)c(SCc3nc4ccccc4[nH]3)nc(N3CCOCC3)c2CO1	9.8%	13.8%	2.7%	-7.4%	i	u	u	-4.5%
CCOc1ccc(CCNC(=O)NCc2noc3ccc(C)cc23)cc1	x	3.1%	x	-1.2%	x	-1.8%	x	-6.9%
COc1cccc(C2=CC(c3ccccc3F)n3c(nc4ccccc43)N2)c1 (stereo not given)	x	-0.4%	x	1.7%	x	u	x	-1.3%
NC(=S)NNC(=O)c1ccccc1Cl	4.7%	-11.1%	5.1%	-7.5%	-8.7%	-1.9%	0.7%	2.5%

Rewritten with values under each structure: part of the list above.
The line under a structure holds: GoLoco inh red | Tau FP inhib | L3MBTL1 inh | TexasRed fluor | RECQ1 inh | Tau fibril ThT | JMJD2E inh | TRb-SRC2 inh
> Cc1nn(C)c(C)c1/C=N/N=C1\CCC2C3CCc4cc(O)ccc4C3CCC12C (stereo not given)
→ 2.7% | u | x | -0.4% | 1.1% | u | 1.5% | -1.4%
> Cc1nnc2n(Cc3ccccc3)c(=O)c3c4c(sc3n12)COC(C(C)C)C4 (stereo not given)
→ -5.9% | 1.6% | 8.6% | -0.3% | 4.3% | 0.0% | 3.5% | 3.0%

Next section.
SMILES	GoLoco inh red	Tau FP inhib	L3MBTL1 inh	TexasRed fluor	RECQ1 inh	Tau fibril ThT	JMJD2E inh	TRb-SRC2 inh
Cc1ccccc1Sc1ncnc2onc(C)c12	-10.7%	-5.2%	x	1.7%	-5.3%	-10.2%	1.4%	4.3%
CC(=O)NC1C(OCc2ccccc2)OC(COC(C)=O)C(OC(C)=O)C1OC(C)=O (stereo not given)	8.5%	-5.9%	6.0%	-0.2%	-5.3%	-10.5%	1.8%	-11.2%
Cc1ccc(C)c(-n2c(CNC(=O)c3ccco3)nnc2SCC(=O)Nc2nnc(C)s2)c1	1.6%	-12.0%	1.9%	-2.6%	-3.8%	-1.3%	0.1%	-0.5%
COc1cc(-c2nnn(CC(=O)Nc3ccc(OC(F)(F)F)cc3)n2)cc(OC)c1OC	x	17.8µM*	x	3.3%	x	-3.4%	x	2.6%
C=CCn1c(C(CCC(C)C)CC(C)(C)O)n[nH]c1=S (stereo not given)	8.8%	-4.9%	-0.4%	5.3%	-2.8%	-2.4%	-3.2%	-0.2%
CCC(C)NC(=O)Cn1c(-c2ccccc2)cc(C(C)=O)c1C (stereo not given)	5.4%	u	x	0.5%	-8.4%	-5.7%	0.2%	-3.8%
CCN(CC)C(=O)CN1C(=O)c2cccc3cccc(c23)C1=O	6.2%	5.3%	9.0%	0.7%	-9.9%	1.9%	u	-0.9%
CNC(=O)c1c(C)noc1C	3.4%	6.8%	-27.2%	0.3%	-20.4%	1.2%	-1.5%	-1.1%
Cc1ccc(NC(=O)C2CCCN(S(=O)(=O)c3cnc[nH]3)C2)c(Br)c1 (stereo not given)	3.3%	2.4%	-0.7%	-0.8%	-2.0%	-0.3%	-4.2%	-8.6%
COC(=O)CSc1n[nH]c(=S)s1	10.6%	-5.8%	5.2%	-1.2%	-0.2%	-1.4%	-15.6%	2.7%
CCOC(=O)C1CCCN(CCC(=O)Nc2ccccc2C)C1 (stereo not given)	10.6%	u	61.4%[activator]	-0.5%[53 µM]	i	1.8%	4.2%	-9.9%[53 µM]
CC(NCc1nc2ccccc2n1C)C12CC3CC(CC(C3)C1)C2 (stereo not given)	0.9%	-0.1%	-4.4%	-0.9%	6.4%	-8.8%	2.5%	-3.2%
Cc1cccc(Oc2coc3cc(OC(=O)c4cncc(Br)c4)ccc3c2=O)c1	24.7%	3.6%	8.3%	-0.5%	-4.1%	u	u	5.2%
O=C(OCC(=O)c1c[nH]c2ccccc12)c1ccco1	3.3%	3.0%	-6.5%	-3.7%	-10.9%	-0.4%	-1.3%	6.5%
CCC[C@H]1C[C@H](C(=O)N[C@H]([C@@H]2O[C@H](SC)[C@@H](O)[C@H](O)[C@@H]2O)[C@H](C)O)N(C)C1	-1.1%[21.6 µM]	x	x	-0.1%[53 µM]	3.3%[25.9 µM]	x	-0.8%[25.5 µM]	-3.7%[53 µM]
CC(C)Oc1ccc(C(=O)O)c(C(=O)O)c1	6.4%	-0.5%	0.0%	0.1%	-2.7%	-7.7%	-5.9%	7.0%
c1ccc(Cn2c(CNc3nc4ccccc4n3CCN3CCCCC3)nc3ccccc32)cc1	9.5%	1.4%	-7.3%	-1.4%	-13.6%	-23.1%	4.4%	1.3%
COc1ccc(/C=c2\s/c(=C/C(=O)c3ccc(C)cc3)[nH]c2=O)cc1OC	30.5%[activator]	-21.2%	-3.0%	-17.2%	-9.2%	u	-1.8%	9.3%
CC(C)(C)c1ccc(-c2nc(SCC(=O)Nc3ccc(Cl)cc3)[nH]c(=O)c2C#N)cc1	x	4.8%	x	0.8%	x	3.4%	x	-2.5%
CC(=O)C1=C(C)NC(SCC(N)=O)=C(C#N)C1C (stereo not given)	-1.8%	1.2%	x	1.5%	-8.1%	-7.7%	-11.2%	-8.6%

Entries from the list above with a thiophene ring, fused or not, in the order listed:
SMILES	GoLoco inh red	Tau FP inhib	L3MBTL1 inh	TexasRed fluor	RECQ1 inh	Tau fibril ThT	JMJD2E inh	TRb-SRC2 inh
O=C(N1CCN(c2cccc(Cl)c2)CC1)C1(c2cccs2)CCOCC1	-0.4%	u	2.9%	6.2%	4.5%	-14.6%	-4.3%	3.9%
Cc1nnc2n(Cc3ccccc3)c(=O)c3c4c(sc3n12)COC(C(C)C)C4 (stereo not given)	-5.9%	1.6%	8.6%	-0.3%	4.3%	0.0%	3.5%	3.0%
CCOC(=O)c1ccc(NC(=O)c2csc3c2CCCCC3)cc1	x	u	x	0.9%	x	-16.2%	x	-6.5%

Next structures
SMILES	GoLoco inh red	Tau FP inhib	L3MBTL1 inh	TexasRed fluor	RECQ1 inh	Tau fibril ThT	JMJD2E inh	TRb-SRC2 inh
COC(=O)c1[nH]c2ccc(C)cc2c1NS(=O)(=O)c1ccc(F)cc1	-4.8%	2.8%	17.4%	-5.5%	24.4%	-1.2%	45.0%	-2.8%
Cc1ccc(NC(=O)c2cc(=O)n(Cc3ccccc3)c(=O)[nH]2)cc1C	-0.3%	u	x	-3.5%	i	0.8%	-16.5%	-1.4%
OCCCc1nc2n(n1)C(c1ccccc1)C=C(c1ccc(F)cc1)N2 (stereo not given)	-6.0%	0.8%	u	0.8%	7.8%	1.4%	-4.0%	8.2%
COc1ccc(OC)c(C2=Nn3c(nnc3-c3cccc(OC(C)C)c3)SC2)c1	5.2%	10.4%	5.6%	-2.5%	-8.5%	u	-1.5%	-2.0%
Cn1c(=O)c2c(nc(Oc3ccc4ccccc4c3)n2C)n(C)c1=O	-4.5%	-2.1%	x	1.6%	-1.9%	2.5%	3.9%	7.9%
O=c1cc(CSc2ccccc2)[nH]c2ccc(F)cc12	x	1.7%	x	-3.2%	x	0.1%	x	1.5%
Cc1ccc(C2(CCNCc3ccc(N(C)C)cc3)CCOC(C(C)C)C2)cc1 (stereo not given)	-0.4%	3.8%	u	-0.4%	i	-4.0%	14.0%	1.5%
COc1cc(/C=C2\C(=O)NN(c3ccc(C)cc3)C2=O)cc([N+](=O)[O-])c1O	14.8%	-4.3%	-17.8%	-7.4%	-13.2%	12.6µM*	-13.2%	-1.4%
CCOC(=O)N1CCN(C(=O)c2ccc3c(c2)N(Cc2ccccc2F)C(=O)c2ccccc2S3=O)CC1 (stereo not given)	x	-10.5%	x	-3.1%	x	-8.6%	x	1.2%
CN1CCC(=NNC(=O)CN(c2ccc(Oc3ccccc3)cc2)S(C)(=O)=O)CC1	-1.0%	-2.2%	4.3%	0.8%	-5.4%	-0.8%	15.1%	-4.7%

This is a subset. The share of hits here may be higher or lower than overall.
